TDP-43 yeast inh = TDP-43 toxicity inhibition in yeast; AID 652104; Potency, µM (series often up to 46.1 µM), for the others: at the top dose growth rescue (activation), hits mostly activators; 410,000 compounds, 1.8% hits; TDP-43 expressing yeast growth rescue, BacTiter-Glo, 24 h; note: potency is the fitted concentration of half-maximal effect; % of control where 0% means no effect; nearly all actives have a fitted effect of over 50% in size
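Cell-based yeast growth screen: TDP-43 expression induced in galactose, inoculum OD600=0.02 after raffinose pregrowth to mid-log. Read-out BacTiter-Glo luminescence at 24 hr, 30 deg C; inhibition of toxicity seen as signal increase.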
FUS suppressor = suppressors of FUS proteinopathy in yeast. S. cerevisiae FUS-expressing, growth rescue, OD600, 24 h. Potency, µM (doses to about 76.6 µM), without a hit: at the highest dose growth rescue (activation), usual class: activators. 390,000 compounds, 0.24% hits. AID 1347120;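 note: potency is the fitted concentration of half-maximal effect; plate controls were DMSO vehicle for no effect and reference control for full effect; nearly all actives have a fitted effect of over 55% in size; some results filed as inactive show a strong effect at the top dose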
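Steps: raffinose overnight preculture; dilution to OD 0.005 in 2% galactose minimal medium; compound addition (concentration series); 24hr at 30C, 99% humidity; absorbance read at 600 nm.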
EPAC2 antagonist = antagonists of human EPAC2; EPAC2 GEF exchange of Rap1B-BODIPY-GDP, fluorescence; Q8WZA2; 360,000 compounds, 0.18% hits; Potency, µM (highest dose often 114 µM), for the others: at the top dose activity, negative = inhibition, most hits filed as inhibitors; AID 720708; note: potency is the fitted concentration of half-maximal effect; % is set by controls: 0 for no effect and ±100 for the full control effect; nearly all actives have a fitted effect of over 45% in size; many of its hits are not listed in these tables
DRD3 agonist = agonists of human D3 dopamine receptor. P35462. D3R DiscoveRx beta-arrestin cells, luminescence, 90 min. max activation, %. 410,000 compounds, 0.58% hits; in the data active = max activation above about 30%; note: 0% is about no effect; mostly tested at two doses, the higher about 12 µM
Target sequence (P35462 whole entry, looked up): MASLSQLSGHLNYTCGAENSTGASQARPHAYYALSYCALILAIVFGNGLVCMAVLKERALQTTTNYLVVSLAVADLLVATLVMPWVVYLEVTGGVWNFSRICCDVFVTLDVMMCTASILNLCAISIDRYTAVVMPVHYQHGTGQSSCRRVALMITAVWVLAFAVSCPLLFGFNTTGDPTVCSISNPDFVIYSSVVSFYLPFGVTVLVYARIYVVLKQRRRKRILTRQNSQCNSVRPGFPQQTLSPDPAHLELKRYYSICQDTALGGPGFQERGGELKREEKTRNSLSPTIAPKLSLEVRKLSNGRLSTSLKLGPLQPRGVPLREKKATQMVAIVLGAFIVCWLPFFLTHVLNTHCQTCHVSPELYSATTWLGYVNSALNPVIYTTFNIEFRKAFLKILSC
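Agonist-mode cell screen: cells plated at 1500/well and incubated overnight at 37 °C, then exposed to library compounds for 90 min at 37 °C. Detection reagent was added for 30–60 min at room temperature, and luminescence was read.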
aSyn yeast inh = inhibitors of alpha-synuclein toxicity in yeast | Yeast expressing alpha-synuclein, growth rescue, BacTiter-Glo, 24 h | Potency, µM (doses to about 46.1 µM), for inactives: at the highest dose growth rescue (activation), hits mostly activators | 370,000 compounds, 0.14% hits; note: potency is the fitted concentration of half-maximal effect; % of control where 0% means no effect; nearly all actives have a fitted effect of over 65% in size
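Screening used galactose-induced yeast with toxic alpha-synuclein levels, exposed to compound for 24 hr at 30 deg C. Cell growth, read with BacTiter-Glo luminescence, gave the measured signal.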
DRD3 antagonist = blocks the human D3 dopamine receptor; P35462; D3R cells, DiscoveRx beta-arrestin luminescence, antagonist mode; stronger effect = lower value; max response, negative = inhibition, %; 360,000 compounds, 2.5% hits; AID 652054; in the data active = max response below about -50%; inconclusive = no clear call, values can overlap the other calls; note: % is set by controls: 0 for no effect and ±100 for the full control effect; mostly tested at two doses, the higher about 12 µM
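Cells plated overnight at 1500 cells/well, then exposed to library compounds with dopamine controls for 90 minutes at 37 degrees C. DiscoveRx reagent added for 30–60 minutes at room temperature; luminescence read, quantitative HTS format.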
Abeta yeast res = restores growth of yeast expressing A-beta42 peptide. yeast expressing A-beta42, growth rescue, OD600, 48 h; response scale: 0% DMSO, 100% iron-clioquinol control. Potency, µM (doses to about 46.1 µM), without a hit: top-dose growth rescue, most hits filed as activators. 410,000 compounds, 0.063% hits. AID 1347071; note: potency is the fitted concentration of half-maximal effect; nearly all actives have a fitted effect of over 55% in size
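Growth rescue measured by 600 nm absorbance after 48 h yeast culture at 30 C with compound. Values normalized between DMSO and an equimolar ferric chloride plus clioquinol control.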
EPAC2 agonist = EPAC2 (human) agonism; EPAC2 activation, biochemical qHTS; response scale: 100% = 6.5 mM cAMP response; 360,000 compounds, 0.079% hits; Q8WZA2; Potency, µM (highest dose often 154 µM), for inactives: at the top dose activation, hits mostly activators; note: potency is the fitted concentration of half-maximal effect; nearly all actives have a fitted effect of over 50% in size
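Fluorescence exchange assay: 100 nM EPAC2 with 250 nM RAP1B-BODIPY-GDP and 50 uM GDP; compounds tested as a concentration-titration series (qHTS). Loss of Rap1-bound BODIPY-GDP fluorescence read at 480/540 nm; data normalized to 6.5 mM cAMP.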
Numbers without * were called inactive; ? = inconclusive; . = no result given; [ ] = remark or other dose. Unless noted, calls come from the whole dose curve; as a rule, active = well fitted curve in the direction sought with a large enough effect; inconclusive = small, poorly fitted or top-dose-only effect, or another doubt; inactive = no such curve, though single readings can be large; an effect the other way counts as inactive or inconclusive.

SMILES | TDP-43 yeast inh | FUS suppressor | EPAC2 antagonist | DRD3 agonist | aSyn yeast inh | DRD3 antagonist | Abeta yeast res | EPAC2 agonist
CCc1ccc(CN(C)Cc2nc(COc3ccccc3)no2)nc1 | 5% | 0% | 1% | 3 | 3% | 2 | -12% | 1%
O=C(COC(=O)c1cccc(S(=O)(=O)NCc2ccccc2)c1)Nc1ccccc1OC(F)F | -2% | 1% | -2% | -3 | 1% | -28 | 14% | 13%
COC(=O)c1ccc2[nH]ccc2c1 | ? | -13% | 13% | 3 | -2% | -4 | -6% | -3%
Cc1ccc(C(=O)NCCc2ccccc2)cc1N1CCCC1=O | 8% | -7% | -5% | -6 | 1% | 15 | 5% | -3%
Cc1ccc(C)c(CN2C(=O)c3ccccc3S(=O)c3ccc(C(=O)N4CCN(c5cccc(Cl)c5)CC4)cc32)c1 (stereo unspecified) | -30% | 10µM* | . | -3 | . | . | -9% | .
CC(C)c1ccc(S(=O)(=O)N2CCN(C(=O)c3ccco3)CC2)cc1 | 4% | 21% | -1% | -7 | 11% | -20 | 4% | 8%
COc1ccc(OC)c(NC(=O)C(CC(=O)O)NCc2ccco2)c1 (stereo unspecified) | -5% | 21% | -2% | -3 | 3% | -13 | 10% | 2%
O=S1(=O)N=C(Nc2ccc(S(=O)(=O)N3CCCCC3)cc2)c2ccccc21 | 4% | 4% | 8% | 1 | 4% | -2 | 11% | 1%
COc1ccc(NC(=O)NNC(=O)CCC(=O)Nc2ccccc2Cl)cc1 | 1% | -5% | -1% | -1 | -2% | -15 | 4% | 3%
Cc1ccc(C(=O)N/C(=C/c2ccco2)C(=O)NCc2ccco2)cc1 | 10% | 29% | 7% | -2 | 3% | 5 | -4% | -3%
COc1cccc(-c2nc(N3CCCCC3)c3ccccc3n2)c1O | 6% | -11% | -1% | 11 | -4% | 40 | -22% | 4%
Cc1nnc(Sc2cc(C(=O)NCCCOC(C)C)c3ccccc3n2)s1 | -3% | 2% | 0% | 0 | 5% | 20 | -8% | -4%
Clc1cccc(-c2nc3ccc(Cl)cn3c2Cc2ccccc2)c1 | 16µM* | 22% | -16% | 6 | 19% | 33 | -8% | 12%
COc1ccc(N2C(=O)c3ccccc3NC23CCCCC3)cc1 | -5% | 5% | 2% | 4 | 1% | 4 | -2% | 4%
COc1ccc(C(=O)N2CCNC(=O)C2CC(=O)Nc2ccc(C)cc2)cc1 (stereo unspecified) | 4%[9.22 µM] | 4% | 8% | 0 | -9% | 4 | -4% | 5%
CCCOc1cccc(C2/C(=C(/O)c3ccc(F)cc3)C(=O)C(=O)N2CCN(C)C)c1 (stereo unspecified) | 9% | 8% | 5% | 2 | -6% | -13 | 5% | 2%
CC(C)C(=O)N1CCC2(CC1)Oc1ccc(Cl)cc1C(=O)C21CC(c2cccnc2)=NO1 (stereo unspecified) | -3% | 25% | -6% | 5 | 7% | 1 | -12% | 19%
Cc1nnc(SCC2=C(C(=O)O)N3C(=O)C(NC(=O)Cn4cnnn4)C3SC2)s1 (stereo unspecified) | 3% | -15% | 15% | 0 | 2% | -1 | 5% | 2%
CCOC(=O)C(NC(=O)Nc1ccc(Cl)cn1)(Oc1ccc(F)cc1)C(F)(F)F (stereo unspecified) | 1% | 8% | 20% | 8 | 1% | -12 | 2% | 3%
Cc1[nH]c(=O)[nH]c(=O)c1S(=O)(=O)N1CCC(C(=O)N2CCN(Cc3ccccc3)CC2)CC1 | 5% | 0% | 7% | 1 | 1% | 40 | 21% | -4%
CC(C)NC(=O)C1COc2ccccc2O1 (stereo unspecified) | 16% | 4% | 3% | -2 | 3% | 1 | -6% | 9%
CCN(C(=O)c1nn(-c2ccc(C)cc2)c(=O)c2c1c1ccccc1n2C)c1ccc(F)cc1 | 0% | 10% | . | -11 | . | . | -17% | .
Cc1nc(N2CCC(C(N)=O)CC2)c2nnn(Cc3ccccc3)c2n1 | -6% | -2% | 4% | 19 | 3% | 14 | 11% | -3%
O=[N+]([O-])c1ccc(Cl)cc1NCCCN1CCOCC1 | 0% | -15% | -7%[57.1 µM] | -8 | -4% | -5 | -16% | 16%
CCC(=O)N1CCN(c2ccc(NC(=O)c3c(F)c(F)c(OC)c(F)c3F)cc2)CC1 | -5% | 21% | -1% | 10 | 3% | -7 | 4% | -12%

(list continues)
SMILES | TDP-43 yeast inh | FUS suppressor | EPAC2 antagonist | DRD3 agonist | aSyn yeast inh | DRD3 antagonist | Abeta yeast res | EPAC2 agonist
CN(C)C(=O)CN1C(=O)NC2(CCc3ccccc32)C1=O (stereo unspecified) | -1% | 26% | 9% | -6 | 10% | -9 | 12% | 6%
COc1ccc2nc(/C(C#N)=C\c3ccc(C(=O)O)cc3)[nH]c2c1 | -2% | 3% | -6% | -4 | 2% | 15 | 0% | 7%
COc1ccc(OC)c(NC(=O)C2(C)CCN2CCOc2ccccc2)c1 (stereo unspecified) | 13% | -10% | -29% | -10 | -14% | 10 | 6% | 9%
COc1ccccc1NC(=O)CSc1nc(=O)n(CCN(C)C)c2c1CCCC2 | 17% | 1% | -1% | -6 | 3% | 6 | 13% | -8%
O=C(OCC#CCSc1nnc(-c2cccc3ccccc23)o1)c1ccco1 | 22% | 20% | 2% | 0 | 16% | -21 | 0% | 8%
Cc1cc(NC(=O)CN2CCC(C)CC2)no1 | -6% | -30% | 8% | 0 | -10% | -1 | -4% | 12%
CCCCCCNC(=O)O[C@H]1Cn2c(=O)n(CCCCCC)c(=O)n2[C@@H]2CN(S(=O)(=O)c3ccc(C)cc3)C[C@]12O | 6% | ? | -10% | 5 | 5% | -2 | 8% | 1%
CCn1cc(C(C)(C)C)c(C#N)c1NC(C)=O | 5% | 3% | 19% | -5 | -1% | 20 | -2% | 4%
Cc1c(C(=O)NCc2ccoc2)oc2ccc3c(c12)C(=O)CC(C)(C)O3 | ? | . | 0% | -9 | 2% | 14 | -20% | 16%
Cc1ccccc1Nc1cc(=O)oc2ccccc12 | 5% | 8% | 11% | 2 | -13% | 15 | -11% | 2%
COCC(=O)N1C[C@H](C)[C@H](OC)CN(C)C(=O)c2cc(NC(=O)Nc3cccc(F)c3)ccc2OC[C@@H]1C | 0% | 33% | -8% | -3 | 5% | 12 | 6% | 4%
O=[N+]([O-])c1ccccc1/C=C/C=N/n1c(-c2ccc(Cl)cc2)n[nH]c1=S | 27% | 19% | -3% | -7 | 2% | ? | 7% | -1%
O=C(O)c1cccc(N2C(=O)c3cccc4cccc(c34)C2=O)c1 | -12% | 18% | -11% | 5 | -14% | -24 | 16% | 10%
COc1cc2[nH]c(=O)n(CCC(=O)NCCCN3CCN(c4ccccc4F)CC3)c(=O)c2cc1OC | -2% | 18% | 3% | 30* | 1% | ? | -12% | 8%
Cc1cc(=O)[nH]c2ccc(S(=O)(=O)NCc3ccccc3)cc12 | 8% | 9% | 7% | 0 | -8% | -1 | 10% | 1%
COc1cccc(CNc2nnnn2C)c1OC | -1% | -20% | 3% | -5 | -10% | 13 | 4% | -5%
COC(=O)c1ccc(NC(=O)CN2CCN(CC#N)CC2)cc1 | -4% | 7% | 1% | 3 | 0% | 6 | -14% | 1%
O=S(=O)(NC1CCCCC1N1CCC(O)CC1)c1ccc(Cl)cc1 (stereo unspecified) | 1% | 16% | -1% | -4 | 1% | 2 | 12% | 5%
O=S1(=O)N=C(N(CCO)/N=C/c2ccc(Cl)cc2)c2ccccc21 | 13% | -30% | 6% | 4 | -4% | -4 | 5% | 3%
COc1ccc(CNC(=O)CSc2nnnn2-c2ccc(O)cc2)cc1 | -2% | -7% | -8% | -3 | -9% | 6 | -2% | 8%
Cc1ccccc1-c1cccc(CN2CCN(C)C(CCO)C2)c1 (stereo unspecified) | 15% | -14% | -7% | -11 | 3% | -9 | 5% | 10%
CNC[C@H]1OCCCC[C@H](C)Oc2ccc(NC(=O)CCCN(C)C)cc2C(=O)N([C@H](C)CO)C[C@@H]1C | 15% | -15% | -5% | -1 | -4% | 28 | 1% | -6%
CN(CC(=O)Nc1ccccc1Cl)C(=O)COC(=O)c1cnccn1 | 0% | 19% | -11% | -9 | -6% | 1 | 2% | 17%
COC(=O)CC1=C(C(=O)OC)C(c2cccs2)C(C#N)=C(N)O1 (stereo unspecified) | -23% | 11% | 1% | -6 | -3% | -77* | -2% | 1%
Cc1ccc(NC(=O)COc2ccccc2)c(NC(=O)c2ccccc2C)c1 | 16% | . | -1% | 1 | 2% | 20 | 0% | 0%

Additional compounds
SMILES | TDP-43 yeast inh | FUS suppressor | EPAC2 antagonist | DRD3 agonist | aSyn yeast inh | DRD3 antagonist | Abeta yeast res | EPAC2 agonist
CCCC(=O)Nc1ccc(NC(=O)Cc2ccccc2)cn1 | 4% | 14% | 7% | -4 | -3% | -19 | 7% | -7%
Cc1cc(NC(=O)c2ccc(F)cc2)n(CCOC(=O)c2ccc(F)cc2)n1 | 9% | -2% | -1% | 2 | 16% | 8 | 16% | 11%
CC(C)NC(=O)NC(=O)COC(=O)c1ccccc1Oc1ccccc1 | -2% | 28% | -13% | -11 | 23% | 62 | ? | 7%
COCc1cc(C)nc(SCC(=O)Nc2ccc(N3CCOCC3)cc2)c1C#N | 16% | . | 8% | 7 | 4% | 6 | -6% | 1%
Nc1cc(C(=O)N/N=C/c2cccc([N+](=O)[O-])c2)n[nH]c1=O | 16% | -5% | -1% | 8 | 0% | 0 | 7% | 6%
Cc1cc(OC(=O)c2c(C)cc(O)cc2O)cc(O)c1C(=O)O | 17% | -9% | -20% | -21 | 9% | -13 | -7% | 2%

Already shown: five of the compounds above.
SMILES | TDP-43 yeast inh | FUS suppressor | EPAC2 antagonist | DRD3 agonist | aSyn yeast inh | DRD3 antagonist | Abeta yeast res | EPAC2 agonist
CCCC(=O)Nc1ccc(NC(=O)Cc2ccccc2)cn1 | 4% | 14% | 7% | -4 | -3% | -19 | 7% | -7%
Cc1cc(NC(=O)c2ccc(F)cc2)n(CCOC(=O)c2ccc(F)cc2)n1 | 9% | -2% | -1% | 2 | 16% | 8 | 16% | 11%
CC(C)NC(=O)NC(=O)COC(=O)c1ccccc1Oc1ccccc1 | -2% | 28% | -13% | -11 | 23% | 62 | ? | 7%
COCc1cc(C)nc(SCC(=O)Nc2ccc(N3CCOCC3)cc2)c1C#N | 16% | . | 8% | 7 | 4% | 6 | -6% | 1%
Nc1cc(C(=O)N/N=C/c2cccc([N+](=O)[O-])c2)n[nH]c1=O | 16% | -5% | -1% | 8 | 0% | 0 | 7% | 6%

Source: PubChem BioAssay

Not all compounds are listed; rates above refer to the full screens.
